EBI2 block – EBI2 (human) antagonism; P32249; actives 0.81% (n = 360,000); AID 651636; EBI2 beta-arrestin recruitment, luminescence, 7a,25-OHC stimulated; inhibition, % at 5 µM; in the data active = inhibition above about 38%;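 also: enzyme fragment complementation signal reports receptor beta-arrestin coupling in cells; 0% = agonist plus DMSO wells and 100% = wells without agonist; some results beyond the cut were filed as inactive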
Target sequence (P32249 whole entry, looked up, the tested form may be a part): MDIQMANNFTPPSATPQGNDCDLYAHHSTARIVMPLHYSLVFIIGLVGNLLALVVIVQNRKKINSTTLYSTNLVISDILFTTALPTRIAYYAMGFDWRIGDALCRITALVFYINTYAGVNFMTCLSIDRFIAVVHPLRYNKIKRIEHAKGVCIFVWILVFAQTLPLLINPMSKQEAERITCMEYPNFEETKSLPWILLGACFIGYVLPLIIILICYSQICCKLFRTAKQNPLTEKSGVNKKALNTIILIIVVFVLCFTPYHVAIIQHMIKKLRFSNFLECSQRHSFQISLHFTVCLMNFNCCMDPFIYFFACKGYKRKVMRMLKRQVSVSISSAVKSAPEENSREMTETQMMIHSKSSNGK
A3G deaminase – APOBEC3G (human) deaminase inhibition; Q9HC16; recombinant A3G, ssDNA deamination FAM/TAMRA fluorescence; inhibition, % at 20 µM; actives 0.28% (n = 330,000);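 active = inhibition of at least 40% at 20 µM, with no more than 30% in the related APOBEC3A deaminase screen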;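 also: plate controls were DMSO wells with A3G for no effect and wells lacking A3G enzyme for full effect; some compounds called inactive have numbers as strong as hits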
Target sequence (Q9HC16 whole entry, looked up): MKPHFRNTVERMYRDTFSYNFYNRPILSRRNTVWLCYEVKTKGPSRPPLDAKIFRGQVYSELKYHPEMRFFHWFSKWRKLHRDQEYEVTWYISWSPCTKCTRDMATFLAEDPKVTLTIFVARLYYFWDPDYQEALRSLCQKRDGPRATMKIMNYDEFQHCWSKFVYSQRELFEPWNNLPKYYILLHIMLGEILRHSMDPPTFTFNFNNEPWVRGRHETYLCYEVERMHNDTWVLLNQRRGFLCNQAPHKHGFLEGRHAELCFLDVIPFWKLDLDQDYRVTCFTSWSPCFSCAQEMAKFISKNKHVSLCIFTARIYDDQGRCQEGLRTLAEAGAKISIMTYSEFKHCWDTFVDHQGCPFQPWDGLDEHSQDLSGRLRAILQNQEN
MPTP block – inhibitors of mitochondrial permeability transition pore. isolated mouse mitochondria, Ca2+ swelling absorbance, 30 min. actives 1.4% (n = 360,000). inhibition, % at 10 µM;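 active = inhibition of 50% or more, scaled per plate between neutral and stimulator controls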;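 also: 0% = DMSO wells given calcium and 100% = 1 mM EGTA wells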
GRIN3A LBD mod – modulators (binders) of human NR3A ligand-binding domain | NR3A LBD differential scanning fluorimetry, Tm shift; 0% = protein alone, 100% = glycine-bound protein | Tm shift relative to glycine control, % at 25 µM | actives 2.5% (n = 340,000);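 active = melting temperature shift of at least 10% of the positive control shift, at one fixed dose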
CXCR6 inh – inhibitors of human CXCR6 receptor; O00574; CHO-K1 PathHunter CXCR6 beta-arrestin, luminescence; inhibition, % at 20 µM; actives 0.36% (n = 360,000); in the data active = inhibition above about 34%, passing the limit was not always enough;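 also: antagonist mode with CXCL16 agonist at 10 nM final; 0% = 10 nM CXCL16 with DMSO and 100% = unstimulated wells without agonist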
Target sequence (O00574 whole entry, looked up): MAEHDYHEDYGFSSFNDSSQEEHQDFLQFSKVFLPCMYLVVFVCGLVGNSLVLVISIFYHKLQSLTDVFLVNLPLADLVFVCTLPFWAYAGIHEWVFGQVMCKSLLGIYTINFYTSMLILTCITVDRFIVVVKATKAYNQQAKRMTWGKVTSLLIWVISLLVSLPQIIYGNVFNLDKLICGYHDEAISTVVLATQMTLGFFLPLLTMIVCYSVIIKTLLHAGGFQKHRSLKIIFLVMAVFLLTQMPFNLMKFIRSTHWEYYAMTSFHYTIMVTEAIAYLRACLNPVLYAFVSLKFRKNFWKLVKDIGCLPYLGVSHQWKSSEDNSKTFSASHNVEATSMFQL
A3A deaminase – blocks human APOBEC3A ssDNA deamination; recombinant A3A, FAM/TAMRA ssDNA deamination fluorescence; inhibition, % at 20 µM; actives 0.41% (n = 330,000); AID 493011;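 active = at least 40% inhibition at 20 µM here, with at most 30% in a related deaminase screen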;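 also: plate controls were A3A with DMSO for no effect and wells lacking A3A enzyme for full effect; some results filed as inactive read as strong as hits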
CCR6 antag – blocks CCL20-driven beta-arrestin recruitment at human CCR6; CHO-K1 CCR6 PathHunter beta-arrestin, luminescence, CCL20-stimulated; actives 0.49% (n = 340,000); inhibition, % at 20 µM; P51684;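 active = compounds whose inhibition of the agonist-driven luminescence signal at 20 µM reaches about 50%, limit read from the data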;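 also: cells stimulated with CCL20 at 14 nM final; plate controls were DMSO with CCL20 for no effect and DMSO without agonist for full effect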
Gli-Sufu antag – antagonists of Gli-Sufu signaling; inhibition, % at 5 µM; AID 588413; Sufu-KO-LIGHT fibroblasts, Gli luciferase reporter luminescence; actives 0.74% (n = 340,000);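 active = inhibition above about 55%, limit read from the data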;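 also: 0% = DMSO-treated cells and 100% = wells with medium but no cells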
An asterisk follows results filed as active; / = not tested or not shown.

SMILES	EBI2 block	A3G deaminase	MPTP block	GRIN3A LBD mod	CXCR6 inh	A3A deaminase	CCR6 antag	Gli-Sufu antag
O=S1(=O)CCN(Cc2ccc(F)cc2)CC1	-5	-8	1.6	-1	-4	-4	7	-6
COc1ccc2cc3c(N)nn(C(=O)c4cccc(F)c4)c3nc2c1	8	14	1.9	-3	-7	24	1	-17
CCCn1c(SCC(=O)Nc2nnc(CC)s2)nnc1-c1ccncc1	0	-5	-0.3	-2	-2	-2	-2	-2
O=C(N/N=C/c1ccncc1)c1ccc(NC(=O)c2cccc(Cl)c2)cc1	6	-3	-1.9	22*	-1	0	-3	10
O=C(O)CCSc1nc2ccccc2n1Cc1ccccc1	-2	-3	0.2	2	7	-5	5	5
CS(=O)(=O)c1cccc(C(=O)OCC(=O)Nc2ccc3c(c2)OCO3)c1	-6	3	0.2	-1	-7	2	-1	4
CC(=O)Oc1ccc2ccccc2c1C(NC(=O)C(C)C)c1cccc([N+](=O)[O-])c1 (stereo not given)	6	-6	3.0	1	18	-4	11	1
CN(C)c1ccc(C=NNC(=O)c2cccnc2)cc1	-3	/	-0.9	1	-12	/	-6	-17
CCn1c(SCC(N)=O)nnc1-c1ccc(OC)c(OC)c1	-3	0	-0.7	13*	15	4	2	-3
COc1ccc(C(=O)c2cnc[nH]2)cc1	-7	5	0.8	-3	5	1	3	-30

Some entries already given, limited to EBI2 block and A3G deaminase.
SMILES | EBI2 block | A3G deaminase
O=C(O)CCSc1nc2ccccc2n1Cc1ccccc1 | -2 | -3
CS(=O)(=O)c1cccc(C(=O)OCC(=O)Nc2ccc3c(c2)OCO3)c1 | -6 | 3
CC(=O)Oc1ccc2ccccc2c1C(NC(=O)C(C)C)c1cccc([N+](=O)[O-])c1 (stereo not given) | 6 | -6
CN(C)c1ccc(C=NNC(=O)c2cccnc2)cc1 | -3 | /
CCn1c(SCC(N)=O)nnc1-c1ccc(OC)c(OC)c1 | -3 | 0
COc1ccc(C(=O)c2cnc[nH]2)cc1 | -7 | 5

Next section
SMILES	EBI2 block	A3G deaminase	MPTP block	GRIN3A LBD mod	CXCR6 inh	A3A deaminase	CCR6 antag	Gli-Sufu antag
CC(=O)NC(CC(C)C)C(=O)O (stereo not given)	-7	/	-0.7	9	-1	/	1	4
Cc1cc(C)cc(-n2c(C)cc(C=C(C#N)C#N)c2C)c1	7	1	3.7	2	6	2	0	12
CCNS(=O)(=O)c1ccc(CCC(=O)N2CCN(c3ccccc3F)CC2)cc1	-5	-5	0.0	0	-4	1	-9	24
COc1ccccc1NC(=O)c1ccccc1C(=O)Nc1ccccc1OC	-8	-7	-0.2	9	-12	-1	14	-6
COc1ccccc1-c1nnc(SCC(=O)O)n1-c1ccccc1	-4	-6	-3.0	-2	-5	-3	24	-3
COc1ccc(C2Nc3ccccc3NC3=C2C(=O)CC(C)(C)C3)c(OC)c1OC (stereo not given)	7	-10	0.1	4	-1	-6	-2	12
Cc1ccc(C)c(NC(=O)C2CCCN2/C=C/C(=O)C(F)(F)F)c1 (stereo not given)	5	-3	-0.2	1	-8	0	6	0
Cc1cc(Nc2ccc(C(=O)N3CCCCC3)cc2)c2cccc(C)c2n1	-19	-9	-0.9	2	-3	-1	5	8
Cc1ccc(S(=O)(=O)n2[nH]c(=O)c(CCO)c2C)cc1	-2	-4	-0.9	2	-8	-1	6	10
O=C(COC(=O)c1ccc([N+](=O)[O-])o1)Nc1cccc2ccccc12	-2	-2	0.7	-1	-16	5	-9	-6
COC(=O)N/N=C/c1cccc(OC(=O)c2ccc3c(c2)OCO3)c1	-11	-2	0.4	-1	-3	-1	-8	-13
NC(=O)c1ccc(-n2nnnc2SCC(=O)c2ccc(O)c(O)c2)cc1	-3	-5	0.8	1	6	-3	15	1
COc1ccccc1OCC(=O)N1CCNC1=O	-11	-4	-1.3	0	-1	0	-5	-2
Cc1cc(C)c(N(CC(=O)NC(C)(C)C)C(=O)CNC(=O)c2cccs2)c(C)c1	7	-4	2.7	-1	1	0	1	2
CCc1nnc(NC(=O)CSc2nccn2-c2cccc(C)c2)s1	-8	-3	-0.6	-2	-6	-3	7	4
COC(=O)CCc1c(C)c(C(=O)c2cc(F)c(F)c(F)c2F)c2ccccn12	-11	-12	2.0	-2	-4	-9	12	-28
COc1cc(/C=N/NC(=O)c2ccc(N)cc2)ccc1OC(=O)c1cccc(C)c1	-8	-4	-0.1	9	-8	0	12	-10
CCOC(=O)c1cnc2ccc(C)cn2c1=O	-11	0	0.1	-2	-2	2	-1	-24
Cc1ccccc1Cn1cnc2c(nnn2Cc2ccc(F)cc2)c1=O	3	-6	-1.6	-2	-1	0	4	5
Cc1cc(NC(=O)CSc2ncnc3ccccc23)no1	-6	2	-1.4	2	-8	0	12	-2
CCOC(=O)Cn1nnnc1CN(Cc1ccc(OC)cc1)Cc1cc2cc(CC)ccc2[nH]c1=O	-8	-2	0.5	1	4	-2	0	2
CCOc1ccc2ccccc2c1/C=N/NC(=O)CNC(=O)c1ccccc1O	2	-4	2.8	2	3	-1	7	-11
COC(=O)Nc1sc2c(c1C(=O)NC1CC1)CCCCCC2	7	-10	-3.2	-1	-7	-3	-7	-9
COc1cccc(NC(=O)[C@H](CC(C)C)NC(=O)[C@@H]2Cc3ccccc3CN2)c1	6	-2	-0.4	-3	-1	-3	7	-21
S=C(Nc1ccccc1)N1CCN(c2ccc(N3CCOCC3)nn2)CC1	-7	2	0.2	-3	1	1	3	3
Cc1ccccc1OCC(=O)N/N=C1\SCC(=O)N1Cc1ccccc1	3	-2	-1.0	-3	8	0	8	4
Cc1coc2cc3oc(=O)c(CCC(=O)NCCCN4CCCC4=O)c(C)c3cc12	2	-11	1.6	3	0	-5	-7	4
COc1cc(CC(=O)OCC(=O)c2c[nH]c3ccccc23)cc(OC)c1OC	5	-4	-0.9	-10	3	-2	4	-4
CC(C)[C@H](NC(=O)OCc1ccccc1)C(=O)NC(C=O)Cc1ccccc1 (stereo not given in full)	0	-1	1.1	-2	3	2	6	2
O=C(CCS(=O)(=O)c1ccc2c(c1)NC(=O)CS2)NCc1ccccc1Cl	-1	0	1.3	5	4	-1	3	1

Whole records as entered above. Order of screens: EBI2 block, A3G deaminase, MPTP block, GRIN3A LBD mod, CXCR6 inh, A3A deaminase, CCR6 antag, Gli-Sufu antag
Shown for COc1cccc(NC(=O)[C@H](CC(C)C)NC(=O)[C@@H]2Cc3ccccc3CN2)c1 = 6, -2, -0.4, -3, -1, -3, 7, -21
Shown for CCOC(=O)Cn1nnnc1CN(Cc1ccc(OC)cc1)Cc1cc2cc(CC)ccc2[nH]c1=O = -8, -2, 0.5, 1, 4, -2, 0, 2
Shown for COc1cc(CC(=O)OCC(=O)c2c[nH]c3ccccc23)cc(OC)c1OC = 5, -4, -0.9, -10, 3, -2, 4, -4

(further entries)
SMILES	EBI2 block	A3G deaminase	MPTP block	GRIN3A LBD mod	CXCR6 inh	A3A deaminase	CCR6 antag	Gli-Sufu antag
Cc1c(NC(=O)C(C)OC(=O)CCOc2ccccc2)c(=O)n(-c2ccccc2)n1C (stereo not given)	-5	-10	0.4	4	3	8	3	-2
Cc1cccc(CSc2nnc(NC(=O)c3ccco3)s2)c1	-7	-2	0.8	-5	-9	-4	10	3
O=C1CCC(=O)N1c1nc2nc(-c3ccccc3)cc(=O)n2[nH]1	6	-1	-0.7	-1	3	0	12	-1
CCCOC(=O)CN1C(=O)c2ccccc2C1=O	-7	-3	-6.2	1	0	-2	13	10
COCCn1nnnc1CN1CCC(O)(c2cccc(C(F)(F)F)c2)CC1	3	-4	0.9	0	4	-1	-5	3
Cc1ccc(Br)cc1S(=O)(=O)N1CCN(c2ccccc2)CC1	18	-6	-0.8	-1	13	-5	1	-6
COc1ccc2nc3c(cc2c1)c(NC(=O)C1CCCO1)nn3CC(C)C (stereo not given)	-1	-8	1.3	5	-15	-3	-6	-20
COc1ccccc1OCC(=O)Nc1ccc(S(=O)(=O)N(C)c2ccccc2)cc1	10	2	1.2	-12	27	0	17	-14
CCOC(=O)c1sc2cccc(F)c2c1N	1	1	0.6	2	2	7	10	-8
CCOc1ccc(S(=O)(=O)N2CCC(C(=O)NCc3ccncc3)CC2)cc1C	3	-2	0.1	2	0	-3	9	-14
COc1ccc2nc(NC(=O)Nc3cccc4ccccc34)sc2c1	7	-9	5.6	23*	-21	-5	-18	-53
Cc1cccc(C2CC(c3ccc(F)cc3)Nc3nc(N)nn32)c1 (stereo not given)	1	2	-0.4	0	0	0	1	-4
CCCCC(=O)NC1=NC(=O)C(C)(C)S1	-6	-4	-1.2	0	-9	1	-8	2
CCCNS(=O)(=O)c1cc2c3c(c1)CCN3C(=O)CC2	-5	6	-1.8	-3	1	3	0	2
Cc1ccc(N(CC(=O)NC(C)(C)C)C(=O)CCC(=O)Nc2nccs2)c(C)c1	-3	7	1.8	1	3	-6	24	3
CO/N=C/NC(=O)c1c(OC)ccnc1Oc1cccc(C(F)(F)F)c1	0	2	-0.8	-2	12	1	-19	-15
O=[N+]([O-])c1cc(S(=O)(=O)C(F)(F)F)ccc1Sc1nc2ccccc2[nH]1	-22	0	57*	-3	9	3	8	-16
COc1ccccc1NC(=O)Cn1cnc2c(nc3n2CCCCC3)c1=O	5	-7	-1.7	-1	-9	-6	8	-17
Cc1ccc(N2CC(C(=O)Oc3cccc(N4C(=O)CCC4=O)c3)CC2=O)cc1 (stereo not given)	-3	-1	1.4	4	-2	4	12	-2
COc1ccc(N2CCN(C(=O)c3cc(-c4cc(OC)ccc4OC)nc4ccccc34)CC2)cc1	-15	-1	0.3	1	4	0	16	28
CC1CCCN(Cc2nc3c(c(=O)n(C)c(=O)n3C)n2CCCc2ccccc2)C1 (stereo not given)	2	-5	2.2	-3	0	4	5	-5
COc1ccc(-n2cc(-c3ccccc3)[n+]3c2CCCCC3)cc1	-3	-7	-1.3	1	-1	-2	7	85*
Cn1ncc([N+](=O)[O-])c1C(=O)N1CCCCCC1	-8	-5	0.4	-3	4	-4	9	12
Cc1ccc(S(=O)(=O)c2c(C)nn(-c3ccccc3)c2OC(=O)c2ccco2)cc1	0	1	2.3	3	8	2	-5	-11
CCN(CC(=O)Nc1cc(Cl)ccc1C)C(=O)c1ccc2c(=O)n3c(nc2c1)CCC3	-2	-12	-1.0	1	-1	-1	6	-6
CCCCOc1ccc(NC(=O)c2cnc(C)cn2)cc1	11	-4	7.5	-43	-8	-2	4	-17
CC(=O)c1ccc(N2CCN(C(=O)c3ccccc3SCC(=O)NCc3ccco3)CC2)c(F)c1	-5	/	1.3	0	-3	/	6	5
CC1(C)CN(c2ccccc2)N(C(=O)c2ccc(F)cc2)C1=O	-6	-2	0.4	1	4	1	7	8
CCN(CCn1cccn1)Cc1nc(Cc2cccc(F)c2)no1	-6	0	-1.5	-1	-5	3	7	7
Cc1c(C(=O)N2CCCC2)c(S(=O)(=O)Nc2ccccc2Cl)c(C)n1C	-5	-5	-0.7	2	-3	-1	7	-7

Five structures out of the list, arranged by SMILES length, ascending:
SMILES	EBI2 block	A3G deaminase	MPTP block	GRIN3A LBD mod	CXCR6 inh	A3A deaminase	CCR6 antag	Gli-Sufu antag
Cn1ncc([N+](=O)[O-])c1C(=O)N1CCCCCC1	-8	-5	0.4	-3	4	-4	9	12
CC1(C)CN(c2ccccc2)N(C(=O)c2ccc(F)cc2)C1=O	-6	-2	0.4	1	4	1	7	8
Cc1c(C(=O)N2CCCC2)c(S(=O)(=O)Nc2ccccc2Cl)c(C)n1C	-5	-5	-0.7	2	-3	-1	7	-7
Cc1ccc(S(=O)(=O)c2c(C)nn(-c3ccccc3)c2OC(=O)c2ccco2)cc1	0	1	2.3	3	8	2	-5	-11
CCN(CC(=O)Nc1cc(Cl)ccc1C)C(=O)c1ccc2c(=O)n3c(nc2c1)CCC3	-2	-12	-1.0	1	-1	-1	6	-6

Screens: PubChem BioAssay, Sanford-Burnham Center for Chemical Genomics
